H1N1 NS1A inhibition = H1N1 influenza NS1A inhibitors, functional cell based assay (AID 504329). 340,000 compounds, 0.3% hits. NS1A functional cell-based assay, percent inhibition; higher % means a stronger effect. inhibition, % at 12.5 µM, or IC50 in µM where a hit was titrated; in the data active = a potency from the dose series; inconclusive = inhibition above about 27% without an active follow-up result; note: strong numbers were not always called active
Salmonella PhoP GFP = PhoP regulon inhibitors, Salmonella typhi PhoP promoter GFP reporter, confirmatory (AID 1850); Salmonella Typhi PhoP-promoter GFP reporter, fluorescence, 4 h; higher % means a stronger effect; inhibition, % at 50 µM; hits with a dose series show IC50 in µM; 310,000 compounds, 0.33% hits; in the data active = a potency from the dose series; inconclusive = inhibition mostly from about 25% at the one dose, without a potency; inactive = the rest, 99 in 100 with inhibition below about 19%;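 note: 0% = induced wells with vehicle and 100% = uninduced wells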
VEEV TC-83 Vero = inhibitors of VEEV TC-83 cytopathic effect, confirmation, Vero cells (AID 588727). Vero cells, VEEV TC-83 cytopathic effect inhibition; higher % means a stronger effect. inhibition, % at 20 µM; hits with a dose series show IC50 in µM. 350,000 compounds, 0.13% hits; in the data active = a potency from the dose series; inconclusive = inhibition mostly from about 14% at the one dose, without a potency; inactive = the rest, 99 in 100 with inhibition below about 12%; note: strong numbers were not always called active
H37Rv inhibition = M. tuberculosis growth inhibition, HTS (AID 449762) | inhibition, % at 25 µM, or IC50 in µM where a hit was titrated | M. tuberculosis H37Rv growth inhibition, 7H9 media; higher % means a stronger effect | 330,000 compounds, 0.59% hits; in the data active = a potency from the dose series; inconclusive = inhibition above about 70% without an active follow-up result;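 note: bacterial growth assessed after seven days of incubation; strong numbers were not always called active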
tuberculosis growth = growth inhibition of non-replicating M. tuberculosis (AID 488890); Mycobacterium tuberculosis non-replicating, growth inhibition; higher % means a stronger effect; one-dose inhibition, % at 25 µM; IC50 in µM for titrated hits; 320,000 compounds, 0.39% hits; in the data active = a potency from the dose series; inconclusive = inhibition mostly from about 82% at the one dose, without a potency; inactive = the rest, 99 in 100 with inhibition below about 76%;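 note: plate controls were DMSO cells for no effect and high antibiotic wells for full effect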
VEEV TC-83 Vero 10K pilot screen = second read-out of VEEV TC-83 Vero, no call of its own (marks repeat the call); inhibition, %; measured here: 10K pilot screen inhibition
Active calls of the source: *; i = inactive; ? = inconclusive; nt = not tested or not shown.

SMILES	H1N1 NS1A inhibition	Salmonella PhoP GFP	VEEV TC-83 Vero	H37Rv inhibition	tuberculosis growth	others
O=C(CCN1CCc2ccccc2C1)Nc1cccc(F)c1	10%	5%	3.1%	-1%	21%
Cc1ccc(CN2CC(C(=O)Nc3ccncc3)CC2=O)cc1 (stereo not given)	-5%	-3%	i	5%	-10%
O=C(c1ccc(CS(=O)Cc2ccccc2Cl)o1)N1CCN(c2cccc(Cl)c2)CC1 (stereo not given)	-3%	1%	6.2%	16%	38%
Cc1ccccc1C(=O)c1cccn1CC(=O)NC(C)CCc1ccccc1 (stereo not given)	-7%	-2%	7.3%	-5%	22%
O=C(CN1CCSCC1)N/N=C/c1ccc(F)cc1F	5%	2%	3.0%	-15%	-2%
O=C(Nc1ccc(N2CCOCC2)c(Cl)c1)c1ccccc1Cl	-11%	17%	7.1%	-1%	-5%
CC(C)(C)NCCCCOc1ccccc1F	-2%	8%	i	-6%	-33%
Cc1ccc(N(Cc2cc(=O)[nH]c3ccccc23)C(=O)CCl)c(C)c1	20%	13%	>25µM*	43%	59%
CSc1ccc(COC(=O)c2cc([N+](=O)[O-])ccc2N2CCOCC2)cc1	-3%	-1%	3.4%	35%	67%
COCCNC(=O)C1CC(=O)N(CCc2ccccc2)C1 (stereo not given)	1%	6%	0.4%	-5%	-20%
CC1CN(C(=S)Nc2cccc(Cl)c2Cl)CC(C)O1 (stereo not given)	-6%	-5%	3.3%	7%	15%
O=C(CS(=O)c1cccc(Cl)c1)Nc1ccccc1Cl (stereo not given)	1%	-6%	4.4%	5%	24%
O=C(COc1ccc(C(F)(F)F)cc1[N+](=O)[O-])Nc1cccc(C(F)(F)F)c1	-3%	-4%	0.0%	11%	-13%
O=C(O)CSc1c(-c2ccccc2)[nH]c2ccccc12	-6%	-4%	1.5%	6%	58%
O=C(CNS(=O)(=O)c1cccs1)N1CCN(c2ccccc2F)CC1	9%	-14%	3.1%	0%	1%
COc1ccc(NC(=O)N(Cc2ccc3c(c2)OCO3)C2CC(=O)N(c3ccc(OC)cc3)C2=O)cc1 (stereo not given)	24%	5%	1.4%	0%	2%
CCCSc1ccc2nc(-c3ccccc3)cn2c1	-2%	-6%	1.2%	26%	77%
CCC(CC)NC(=O)c1cc2c(C)nn(Cc3ccccc3Cl)c2s1	-11%	-11%	0.8%	-1%	39%
O=c1[nH]cnc2c1cnn2Cc1ccccc1	2%	0%	0.3%	-15%	-12%
CC1CCN(S(=O)(=O)c2ccc(C(C)C)cc2)CC1	-20%	-7%	i	5%	51%
CC1CCN(c2ccc([N+](=O)[O-])cc2C(=O)O)CC1	9%	-9%	i	-22%	-1%
Cc1ccc(-c2ocnc2C(=O)Nc2ccccc2C(=O)N2CCCC2)cc1	-2%	9%	0.7%	-5%	10%
CC(NC(=O)Cc1cccc(C(F)(F)F)c1)c1ccc(F)cc1 (stereo not given)	-3%	4%	i	-1%	41%
COCCCNC(=O)c1c(NC(=O)c2cccs2)sc2c1CCCC2	11%	-4%	0.1%	-1%	nt
Nc1n[nH]c(=S)n1/N=C1/C(=O)Nc2ccccc21	1%	nt	0.6%	nt	nt

Random excerpt: four entries already listed.
SMILES	H1N1 NS1A inhibition	Salmonella PhoP GFP	VEEV TC-83 Vero	H37Rv inhibition	tuberculosis growth	others
COCCNC(=O)C1CC(=O)N(CCc2ccccc2)C1 (stereo not given)	1%	6%	0.4%	-5%	-20%
CC(C)(C)NCCCCOc1ccccc1F	-2%	8%	i	-6%	-33%
O=C(CN1CCSCC1)N/N=C/c1ccc(F)cc1F	5%	2%	3.0%	-15%	-2%
O=c1[nH]cnc2c1cnn2Cc1ccccc1	2%	0%	0.3%	-15%	-12%

Next part:
SMILES	H1N1 NS1A inhibition	Salmonella PhoP GFP	VEEV TC-83 Vero	H37Rv inhibition	tuberculosis growth	others
Cc1ccc(NC2CCCN(C(=O)CN3C(=O)c4ccccc4C3=O)C2)cc1C (stereo not given)	-4%	-5%	1.8%	-11%	-2%
O=C(CCCn1cnc([N+](=O)[O-])n1)Nc1cccc2ccccc12	14%	0%	i	-9%	8%
COc1ccc(S(=O)(=O)NCCc2csc(-c3cccnc3)n2)cc1	2%	-2%	1.4%	-5%	-5%
Cn1nc2c(c1C(=O)O)CCCC2	3%	6%	i	-10%	0%
Cc1ccc2nc(-c3ccc(NC(=S)NC(=O)C(C)C)cc3)sc2c1	2%	-2%	1.7%	15%	73%
CCC(Sc1ncccc1C(=O)O)C(=O)N1CCCC1 (stereo not given)	-26%	-16%	5.8%	2%	4%
CCn1ccc(C(=O)NC2=NCCS2)n1	-5%	-3%	0.9%	-6%	-24%
CCn1c(C)[n+](CC)c2ccc(S(=O)(=O)NC)cc21	1%	-7%	0.8%	-5%	11%
Cn1c(=O)c([N+](=O)[O-])c(N2CCN(Cc3ccc4c(c3)OCO4)CC2)c2ccccc21	-7%	-3%	6.9%	16%	39%
N#CCCN/N=C(\Cc1nc2ccccc2[nH]1)c1ccccc1	14%	-9%	1.0%	-3%	4%
Cc1cccc(NC(=O)C2C3C=CC(C4CC34)C2C(=O)O)c1 (stereo not given)	-4%	14%	0.1%	-7%	-6%
CN(CC(=O)Nc1cccc(S(=O)(=O)N2CCCC2)c1)Cc1ccccc1	-3%	nt	2.5%	-11%	16%
Cc1ccc(S(=O)(=O)N2CCCCC2)cc1NC(=O)c1cncc(Br)c1	-11%	nt	7.2%	nt	nt
O=C(CSc1nccn1-c1ccccc1)c1ccc(Cl)cc1	7%	13%	1.4%	8%	77%
Cc1ccc(/C=N/n2c(-c3cccnc3)n[nH]c2=S)s1	11%	-5%	1.6%	-7%	-44%
COc1cccc(C(=O)Nc2ccc3ccccc3c2)c1	-1%	2%	1.4%	3%	40%
O=C(CSc1ccc(-c2ccccn2)nn1)NCc1ccccc1	1%	7%	0.5%	6%	?
Cc1nn(-c2ccccc2)c(Cl)c1C(=O)NCc1cccs1	-4%	7%	2.5%	-4%	28%
COc1ccc(CNCCc2c[nH]c3ccccc23)cc1OC	22%	2%	1.0%	-8%	-1%
Cc1cccc2cc(CN(Cc3ccc4c(c3)OCO4)Cc3nnnn3C3CCCC3)c(=O)[nH]c12	-1%	3%	6.0%	10%	24%
OC(CNC1CCCC1)COc1ccc(F)cc1 (stereo not given)	-29%	8%	0.3%	-1%	-7%
c1ccc(-c2cncnc2)nc1	7%	nt	i	-8%	-24%
CSc1ccc(S(=O)(=O)NC2CC2)cc1	-25%	7%	i	9%	-3%
CCCOc1cccc(C(=O)N/N=C/c2coc3ccccc3c2=O)c1	-2%	-8%	3.7%	0%	53%
Fc1ccc(-n2nnc(-c3cnc4ccccc4c3)n2)cc1	2%	-19%	1.0%	5%	-8%

3 successive entries out of the list so far, quoted:
SMILES	H1N1 NS1A inhibition	Salmonella PhoP GFP	VEEV TC-83 Vero	H37Rv inhibition	tuberculosis growth	others
Cc1ccc(NC2CCCN(C(=O)CN3C(=O)c4ccccc4C3=O)C2)cc1C (stereo not given)	-4%	-5%	1.8%	-11%	-2%
O=C(CCCn1cnc([N+](=O)[O-])n1)Nc1cccc2ccccc12	14%	0%	i	-9%	8%
COc1ccc(S(=O)(=O)NCCc2csc(-c3cccnc3)n2)cc1	2%	-2%	1.4%	-5%	-5%

Additional results.
SMILES	H1N1 NS1A inhibition	Salmonella PhoP GFP	VEEV TC-83 Vero	H37Rv inhibition	tuberculosis growth	others
CCNc1nc(SCC(N)=O)nc2sc3c(c12)CCN(C)C3	-6%	nt	0.1%	nt	nt
COC(=O)C1=C(c2cccc(OCc3ccccc3)c2)C[C@@H]2CC[C@H]1N2C(=O)NCc1cccc(OC)c1	-2%	nt	0.5%	-5%	13%
C=C(C)Cn1c(SCCCO)nc2c1c(=O)[nH]c(=O)n2C	14%	1%	1.5%	-3%	-14%
O=C(CN(C(=O)c1csnn1)c1cccc2ccccc12)NCc1ccc(F)cc1	3%	-1%	i	9%	-7%
OCC1CCCN(Cc2cn(Cc3ccccc3)nc2-c2cc3ccccc3o2)C1 (stereo not given)	-10%	9%	1.2%	3%	8%
COc1ccc2c(c1)[nH]c1c(=O)n(Cc3ccncc3)cnc12	-17%	8%	0.8%	6%	1%
CC(=O)Nc1ccc(Cl)cc1-c1ccccc1	5%	nt	2.4%	nt	nt
CCOC(=O)c1ccc(NC(=O)CCC2COc3ccccc3O2)cc1 (stereo not given)	-10%	-2%	i	?	77%
CCOc1ccc(C(=O)Nc2ccc(N3CCN(C)CC3)cc2)cc1Br	7%	-2%	1.9%	7%	i
Cn1nc(C(=O)NCc2ccc(F)cc2)cc1C(=O)NCc1ccc(F)cc1	-4%	nt	5.0%	nt	nt
Cn1c(CCCOc2ccc(Cl)cc2Cl)nnc1SCC(=O)Nc1cccc(F)c1	-3%	-2%	1.6%	0%	13%
N#CC1=C(N)Oc2n[nH]c(-c3cccs3)c2C1c1cccs1 (stereo not given)	6%	11%	0.6%	-1%	9%
CCCCCCc1ccc(OCC(=O)OC)cc1OCC(=O)OC	-9%	2%	0.3%	?	?
CN1/C(=C\C(=O)COC(=O)c2ccc([N+](=O)[O-])o2)C(C)(C)c2ccccc21	9%	-16%	i	1µM*	3.6µM*
O=C(Cc1ccc(NS(=O)(=O)c2cccc(C(F)(F)F)c2)cc1)NCCN1CCOCC1	-9%	3%	0.9%	-1%	-6%
CC(=O)NN1C(=O)/C(=C\c2ccccc2)SC1=S	-5%	-13%	0.4%	-4%	-11%
Cc1ccc(C2CC(c3ccccc3)=NN2C(=O)CSc2nnc(-c3ccc(Cl)cc3)o2)o1 (stereo not given)	2%	-20%	1.8%	4%	33%	VEEV TC-83 Vero 10K pilot screen=0.1
N#C/C(C(=S)Nc1ccccc1)=C1/NN=C(N2CCOCC2)N1c1ccccc1	-3%	4%	0.3%	1%	?
Cc1cc(C)c(C(N)=O)c(Nc2cccc3ccccc23)n1	-6%	2%	1.3%	-1%	5%
Clc1ccc(-c2nnc(-c3cccc4ccccc34)o2)cc1Cl	nt	-1%	4.7%	3%	8%
C[C@H](CO)N1C[C@H](C)[C@@H](CN(C)Cc2ccncc2)Oc2c(NS(=O)(=O)c3ccc(Cl)cc3)cccc2C1=O	8%	nt	0.3%	7%	13%
CCOC(=O)c1c(-c2ccc(OC)cc2)csc1NC(=O)CSc1ncnc2sccc12	14%	-3%	1.0%	10%	56%
COc1ccc(CCC(=O)NCC23CC4CC(CC(C4)C2)C3)cc1	-20%	-10%	i	11%	11%
Cc1ccccc1OCCC(=O)N1CCN(S(=O)(=O)c2ccc(Br)cc2)CC1	3%	nt	6.7%	nt	nt
CC(C)(C)c1ccc(Oc2ccc(NC(=O)c3ccco3)cn2)cc1	-10%	3%	1.2%	29%	37%
(more compounds)
SMILES	H1N1 NS1A inhibition	Salmonella PhoP GFP	VEEV TC-83 Vero	H37Rv inhibition	tuberculosis growth	others
COc1ccc(C2=NN(C(=O)CSc3nnnn3C)C(c3ccco3)C2)cc1 (stereo not given)	-14%	nt	i	-5%	0%
O=C(NC(=S)Nc1ccccc1N1CCOCC1)c1ccc(-c2ccccc2F)o1	-1%	-1%	4.1%	-3%	23%
O=C(Nc1ccc(S(=O)(=O)N2CCCCC2)cc1)c1ccc(F)cc1	-5%	2%	1.4%	-2%	15%
Cc1ccccc1NS(=O)(=O)c1ccc(C(=O)NCC2(N3CCOCC3)CCCCC2)cc1	-6%	nt	1.1%	nt	nt
COc1ccccc1OCc1nc(-c2ccc([N+](=O)[O-])cc2)no1	4%	5%	0.1%	11%	26%
Cc1cc2c(c(=O)n1Cc1cccnc1)C(c1ccccc1)C(C#N)=C(N)O2 (stereo not given)	-21%	3%	4.4%	-1%	-3%
CCOC(=O)c1ccc(NC(=O)N2CCN(c3ccccc3OC)CC2)cc1	-6%	-7%	0.1%	34%	39%
Cn1c(CN2CCCC2)c(C#N)c2ccccc21	4%	-2%	1.5%	2%	9%
COc1ccc(C2C(C(=O)N3CCN(c4ccccc4)CC3)c3ccccc3C(=O)N2C)cc1OC (stereo not given)	-1%	-4%	7.0%	-11%	11%
COc1ccccc1NS(=O)(=O)c1cc(NC(=O)c2cccnc2)ccc1N1CCCCC1	5%	nt	3.4%	3%	36%
COc1ccc(/C=N/N2CCN(c3ccccc3OC)CC2)cc1OC	9%	-13%	3.8%	-10%	-10%
COc1cc2c(cc1OC)C[N+](C)(C)CC2	-2%	-4%	1.8%	-6%	-3%
CC1CN(CC(O)c2ccc(Br)cc2)CCO1 (stereo not given)	0%	nt	9.6%	nt	nt
O=C(NCc1cccnc1)c1ccc(N2CCOCC2)c([N+](=O)[O-])c1	-5%	-5%	0.6%	-2%	10%
CCOc1cc(-c2cc(-c3ccc(NC(C)=O)cc3)nc(N)c2C#N)ccc1O	-1%	3%	?	2%	45%
N#Cc1cccc(C#N)c1Oc1ccc(S(=O)(=O)Nc2ccc(Cl)cc2)cc1	-21%	-14%	i	-3%	16%
